Compound activity: PubChem BioAssay, several laboratories
PfHsp90 yeast 2: reduces growth (ATP signal) of yeast expressing P. falciparum Hsp90 | S. cerevisiae expressing PfHsp90, BacTiter-Glo ATP, 48 h; yeast lacking PDR1 and PDR3 efflux regulators | inhibition, % at 9.4 µM | hit rate 0.32% among 310,000;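 active means every replicate shows inhibition above about 80%, whatever the replicate mean, limit read from the data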;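 further: 0% = DMSO neutral controls and 100% = 20 µM radicicol positive controls; yeast relying on Plasmodium falciparum Hsp90 in place of its own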
MOR-DOR ag: OPRM1-OPRD1 heterodimerization agonism | activation, % at 9.3 µM | P35372+P41143 | cells, luminescence | hit rate 0.3% among 340,000; in the data active means activation above about 18%;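 further: 0% = vehicle-treated cells and 100% = reference agonist; values of inactives mirror those of a sister screen read the other way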
Ecoli viability: reduces bacterial viability in AddAB counter-screen; E. coli V3065 growth, OD600 absorbance, 18 h; inhibition, % at 11.9 µM; hit rate 0.27% among 330,000;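 active means inhibition above the campaign's mean inhibition across all tested compounds plus 3 SD, cut at about 9.9% in these data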;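 further: uninfected addAB+ strain grown without phage in ampicillin broth; 0% = DMSO wells and 100% = ciprofloxacin 0.95 µg/ml wells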
phage Ecoli inh: E. coli growth loss with phage present; AID 651602; hit rate 0.26% among 360,000; growth absorbance; inhibition, % at 11.9 µM; in the data active means inhibition above about 11%
PKA-R2B activ: activators of human PKA-R2B complex; activation, % at 11.4 µM; P22694+P31323; hit rate 0.079% among 340,000; PKA-R2B holoenzyme dissociation, Cy5-IP20 fluorescence polarization; R2B truncated from residue 108, S112A mutant; 0% DMSO only, 100% 113 µM cGMP;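 active means activation above a cutoff set at the mean over all compounds plus 3 SD, cut at about 18% in these data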;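 further: higher means more holoenzyme dissociation and a rise in polarization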
Target sequence (P31323 whole entry, looked up, other chains not shown, the tested form may be a part): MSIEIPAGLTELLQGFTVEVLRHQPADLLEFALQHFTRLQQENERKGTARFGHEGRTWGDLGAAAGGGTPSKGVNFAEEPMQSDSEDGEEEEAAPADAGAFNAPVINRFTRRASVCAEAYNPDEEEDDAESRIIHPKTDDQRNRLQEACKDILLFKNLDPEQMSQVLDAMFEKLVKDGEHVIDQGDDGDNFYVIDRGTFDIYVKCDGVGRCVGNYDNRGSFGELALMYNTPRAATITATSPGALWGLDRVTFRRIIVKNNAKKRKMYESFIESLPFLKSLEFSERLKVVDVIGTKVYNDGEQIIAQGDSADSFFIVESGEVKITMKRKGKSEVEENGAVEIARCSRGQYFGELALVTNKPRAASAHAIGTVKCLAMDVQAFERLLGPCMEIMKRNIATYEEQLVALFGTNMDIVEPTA
MOR-DOR inv ag: mu-delta opioid heterodimer inverse agonism; hit rate 0.21% among 340,000; inhibition, % at 9.3 µM; cell-based MOR-DOR heterodimer luminescence; P35372+P41143; in the data active means inhibition above about 22%, passing the limit was not always enough;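 further: 0% = cells with DMSO and 100% = wells without cells with DMSO; values of inactives mirror those of a sister screen read the other way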
AddAB inh: less growth of phage-infected E. coli with AddAB; E. coli expressing H. pylori AddAB, absorbance growth; inhibition, % at 11.9 µM; hit rate 0.29% among 330,000; AID 435030; in the data active means inhibition above about 12%;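 further: 0% = vehicle wells of infected cells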
Tat transport: blocks Tat-dependent protein export in E. coli | E. coli MC4100 TorA-mCherry Tat export, fluorescence | inhibition, % at 10 µM | hit rate 0.036% among 340,000;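 active means mean replicate inhibition at least 50% and at least half of replicates individually reaching 50%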;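 further: exported cargo escapes ClpAP degradation while cytoplasmic cargo is degraded and loses fluorescence; 0% = median of neutral control wells and 100% = median of NaSCN control wells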
PKA-R1A activ: activators of PKA-R1A complex | activation, % at 11.4 µM | hit rate 0.083% among 340,000 | P00514+P68181 | PKA-R1A dissociation, Cy5-IP20 fluorescence polarization; scaled: DMSO 0%, 113 µM cGMP 100%;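 active means percent activation above the mean of all tested compounds plus 3 SD, cut at about 19% in these data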;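 further: higher means more PKAc released from R1A so a rise in polarization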
HTR5A inv ag: inverse agonist of human HTR5A in OPRM1-OPRD1 counter-screen | P47898 | HTR5A cell line, luminescence, inverse agonism | inhibition, % at 9.3 µM | hit rate 0.083% among 340,000 | AID 504634; in the data active means inhibition mostly above about 23%, no sharp cut-off; inactive means mostly below about 18%;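 further: 0% = cells with DMSO and 100% = no-cell wells with DMSO; some compounds called inactive have numbers as strong as hits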
Target sequence (P47898 whole entry, looked up): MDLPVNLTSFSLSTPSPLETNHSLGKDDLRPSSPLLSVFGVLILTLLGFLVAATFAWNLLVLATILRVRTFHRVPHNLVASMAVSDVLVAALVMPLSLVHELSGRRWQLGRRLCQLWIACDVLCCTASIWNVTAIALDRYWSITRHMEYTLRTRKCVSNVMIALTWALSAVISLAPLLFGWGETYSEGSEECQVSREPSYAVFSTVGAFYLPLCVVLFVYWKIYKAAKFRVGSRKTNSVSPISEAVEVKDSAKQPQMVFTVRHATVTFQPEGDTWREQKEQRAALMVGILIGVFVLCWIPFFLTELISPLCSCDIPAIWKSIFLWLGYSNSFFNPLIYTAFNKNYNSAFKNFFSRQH
Mot1-301 SUMO: inhibitors of SUMOylation pathway: yeast Mot1-301 growth rescue. S. cerevisiae Mot1-301 growth rescue, ATP luminescence, 38.5C; percent above DMSO median, 100 means doubled. growth rescue, % at 18.8 µM. hit rate 1% among 320,000;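 active means every valid replicate shows activation above 250% relative to neutral control wells; inactive means the rest, any valid replicate at or below 250%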;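 further: OY570 slx delta 5 strain wells were the positive control but not used for scaling; some compounds called inactive have numbers as strong as hits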
* hit, by the source's call; nt = not tested or not shown. Hits appear at their usual frequency; about 2.2% have a hit in one of these screens.

no.	structure	PfHsp90 yeast 2	MOR-DOR ag	Ecoli viability	phage Ecoli inh	PKA-R2B activ	MOR-DOR inv ag	AddAB inh	Tat transport	PKA-R1A activ	HTR5A inv ag	Mot1-301 SUMO
1	CCC(C)(C)NC(=O)C(c1ccc(C)cc1)N(Cc1cccs1)C(=O)c1ccc2c(c1)OCCO2 (centres undefined)	4	1.4	-2.1	0.9	-10	-8	1.3	-2	2	17	-9
2	O=[N+]([O-])c1ccc(Sc2cc[n+]([O-])c3ccccc23)c([N+](=O)[O-])c1	-40	4.3	-1.7	5.5	-9	-21	3.3	-4	5	-3	-24
3	NC(=S)Nc1ccc2cn[nH]c2c1	nt	-0.6	0.2	0.3	6	3	2.1	6	9	14	-2
4	COc1ccc(Cn2nnnc2C(c2ccc(N(C)C)cc2)N2CCC(C(N)=O)CC2)cc1 (centres undefined)	24	-0.3	-1.7	4.4	-6	2	0.7	7	-2	-14	-1
5	COc1ccc(NS(=O)(=O)c2ccc(C)c(C(=O)NC3CCN(Cc4ccccc4)CC3)c2)cc1	2	1.5	-0.8	2.4	-6	-8	5.0	-6	-12	17	0
6	Cc1ccc(C)c(OCc2cc(C(=O)N3CCN(C(=O)c4ccco4)CC3)no2)c1	-17	-1.5	0.5	0.7	8	8	2.8	0	-4	1	-4
7	COc1ccc(/C=N/NC(=O)Cc2cccs2)cc1	-10	-1.2	0.3	-0.2	2	6	3.6	0	1	-32	8
8	O=C(CN1CCN(c2ccccc2)CC1)Nc1ccccc1Sc1ccccc1	-11	0.6	0.1	4.1	-3	-4	2.9	20	0	-7	-14
9	CCOC(=O)C(=CNc1ccc(C(F)(F)F)cc1)C(=O)OCC	3	4.3	1.9	0.8	-2	-23	2.4	0	-10	-20	-18
10	Cc1cc(O)cc(=O)n1Cc1ccco1	36	-0.2	2.0	4.0	9	1	-1.8	0	-5	-22	-20
11	CC(C)(C)OC(=O)NCCCCCc1nnc(SCC(N)=O)o1	15	0.6	-1.6	0.1	-6	-4	1.0	0	-9	-4	-9
12	CCOc1ccc(-n2c(C)nc3cc(C(=O)NCCCN4CCOCC4)ccc32)cc1	3	-3.3	-3.2	1.1	-11	14	4.0	-7	-4	2	18
13	Cc1csc(NC(=O)CSc2nccn2Cc2ccco2)n1	-10	-2.3	0.7	3.1	0	12	0.2	-4	-4	-6	4
14	COc1ccc(C(=O)NCc2csc(-c3cccs3)n2)cc1	-17	-0.5	-0.9	0.7	10	2	1.6	12	0	-19	-4
15	COCC(=O)Nc1c(C(=O)Nc2cccc(OC)c2)oc2ccccc12	nt	-0.7	0.7	3.9	-15	4	1.4	14	3	26	1
16	O=C(CSc1nnc2ccccn12)NC(=O)c1cccc([N+](=O)[O-])c1	nt	-1.4	2.1	0.4	10	7	1.8	4	-1	6	nt
17	Cc1nc(C)c(C(=O)NCc2ccc(Cl)cc2)o1	23	1.4	0.0	nt	2	-7	1.3	-14	-3	-40	-13
18	CC1Cc2ccccc2N1C(=O)c1ccc(Br)o1 (centres undefined)	8	-0.9	-1.3	0.8	1	4	-0.2	4	-1	9	-10
19	COc1ccc(CCn2c(-n3nc(C)cc3C)nc3c2c(=O)[nH]c(=O)n3C)cc1	6	-1.8	1.4	0.3	-9	8	0.5	5	-11	4	8
20	Cc1ccc(C(=O)NCc2ccc(N3CCN(C)CC3)cc2)cc1C	-2	-0.7	-2.9	-0.2	3	3	0.2	-14	4	1	-2
21	CCn1c(=O)cc(SCC(=O)NCCCN2CCN(c3ccccc3F)CC2)c2ccccc21	8	-0.8	-1.6	nt	0	5	0.3	2	-8	12	9
22	CN(c1ncc(C(F)(F)F)cc1Cl)N1C(=O)c2cccc([N+](=O)[O-])c2C1=O	-13	1.9	0.9	2.3	1	-10	1.7	0	-6	-12	11
23	Cn1cnc([N+](=O)[O-])c1SCC(O)CCl (centres undefined)	19	0.6	-1.0	0.2	3	-3	-1.0	-3	-3	7	23
24	Cc1cc(C)cc(NC(=O)CSc2n[nH]c(-c3cccnc3)n2)c1	-88	-1.0	-0.6	1.2	-2	7	4.6	1	-11	-9	-7
25	O=C(COC(=O)c1ccc(F)cc1Cl)NC1CCCCCCC1	-43	3.9	-1.2	1.8	6	-20	-1.1	-11	0	-2	15
26	CCN(CC(=O)Nc1ccc(NC(C)=O)cc1)C(=O)CCCc1nc2ccccc2c(=O)[nH]1	-2	-1.1	0.4	3.0	-5	7	-0.3	-8	1	0	-1
27	O=C(CSc1ccc(-c2cccc([N+](=O)[O-])c2)nn1)N1CCCCC1	nt	-2.2	2.0	2.6	-5	11	3.6	-2	-10	10	119
28	Cc1cc(=O)n2c(n1)OC(CO)C2 (centres undefined)	6	0.8	1.1	2.5	7	-5	-1.8	1	5	6	7
29	CCC(C)(C)n1nnnc1C(c1ccccc1F)N1CCN(C(=O)c2ccco2)CC1 (centres undefined)	6	-3.1	1.4	3.9	-6	17	2.2	-9	2	8	37
30	COC(=O)c1ccc(NC(=O)c2ccc(CN3CCOCC3)cc2)cc1	-9	2.6	1.9	1.4	-8	-14	0.6	0	-2	19	20
31	Cc1ccc(/C(N)=N/OC(=O)CCC2CCCC2)cc1	-7	0.8	-0.1	3.7	-1	-4	2.9	0	-6	-15	15
32	Cc1ccc(C(=O)N2CCN(c3ccc(NC(=O)COc4ccccc4C)cc3)CC2)cc1	-10	-0.4	0.1	3.9	-4	2	-0.9	2	0	-16	11
33	O=C(Cn1nnc2ccccc21)N1CCCCC1	69	-0.9	-2.0	3.0	-4	5	4.8	-4	-7	19	8
34	COc1ccc(CCNC(=O)CCNC(=O)N2CC(=O)Nc3ccccc32)cc1	0	-1.9	-1.0	-0.4	1	10	2.5	-1	2	8	-5
35	COc1ccc(C(CNC(=O)c2cccc(S(=O)(=O)Nc3ccc(Br)cc3)c2)N(C)C)cc1 (centres undefined)	3	9.2	nt	0.5	-5	-37	nt	-18	0	9	nt
36	CCOC(=O)c1cnc2cc3c(cn2c1=O)CCCC3	11	-1.1	1.3	0.6	0	6	0.8	-4	-6	4	236
37	Cc1ccc(S(=O)(=O)N2CCC(C(=O)N3CCC[C@H]3C(=O)NC3CCS(=O)(=O)C3)CC2)cc1 (some centres undefined)	-22	-1.7	-0.1	0.9	3	9	1.9	0	9	0	-1
38	Cn1c(N)c(C(=O)COC(=O)c2cc3ccccc3cc2O)c(=O)n(C)c1=O	-2	-2.9	-0.4	4.0	7	14	2.0	2	-1	-6	-14
39	CCc1cccc(CC)c1NC(=S)NCc1nc2ccccc2[nH]1	8	-0.8	0.8	2.4	-4	4	0.3	3	-9	-1	-2
40	CCn1c(C)[n+](Cc2ccccc2)c2ccc(C(=O)OC)cc21	1	0.5	1.7	4.8	8	-2	1.1	6	-6	-11	-4
41	CN(C)c1c([N+](=O)[O-])cc2[nH]c(=O)[nH]c2c1[N+](=O)[O-]	4	-3.3	0.7	1.2	2	16	1.1	0	-10	13	-22
42	Cc1cc(Br)c(OCc2ccc(C(=O)N/N=C3\CC(=O)CC(C)(C)C3)cc2)c(Br)c1	3	1.4	2.1	4.8	-12	-9	1.6	1	0	-7	-8
43	Cc1ccsc1/C=N/NC(=O)c1ccccn1	52	-1.9	-0.5	3.4	7	10	1.1	0	-4	-18	12
44	CC1CN(C(=O)CCC(=O)NCCCN2CCC(Cc3ccccc3)CC2)c2cc(Cl)ccc2O1 (centres undefined)	-33	-1.3	-2.4	2.2	-3	6	3.0	4	-6	11	-22
45	CCCCSC1(SCCCC)N=C(N)C2(C#N)C(c3ccccc3)NC(C)=C(C)C12C#N (centres undefined)	-15	2.8	-2.1	3.6	1	-13	4.8	-7	9	4	7
46	O=C(NCSC1=NCCS1)c1ccccc1	nt	-2.4	2.7	2.6	5	13	2.8	-1	4	0	4
47	O=C(N/N=C\c1cc2c(cc1Cl)OCO2)c1cccnc1	15	-2.4	-1.2	-1.2	-7	13	-2.5	4	-13	-17	20
48	O=C(NCc1ccccc1CN1CCCCC1)c1ccccc1N1CCCC1=O	41	-2.5	0.7	-0.1	2	9	1.3	-2	0	7	-5
49	CC(C)Cc1nnc(NC(=O)CCC(=O)Nc2ccc3cn[nH]c3c2)s1	12	-0.9	0.9	2.5	-14	4	-0.2	8	-2	-60	-18
50	CC1CN(S(=O)(=O)c2cc(C(=O)NCCCN3CCCC3=O)ccc2Cl)CC(C)O1 (centres undefined)	12	-0.2	2.6	2.0	-1	1	2.9	4	-2	-7	3
51	CN1CCCN(C2C3CC4CC(C3)CC2C4)CC1 (centres undefined)	8	-2.6	-1.3	-1.4	-2	16	-0.5	1	-3	-6	-2
52	Cc1nc(-n2nnc3ccccc32)c2c3c(sc2n1)CCCC3	-26	2.7	-0.2	4.1	-1	-15	1.1	-4	-6	-1	-1
53	Cc1sc(NC(=O)c2ccco2)c(C(c2ccccc2)N2CCC(C)CC2)c1C (centres undefined)	-15	-1.1	0.0	1.1	-9	5	-0.6	-6	0	3	39

3 structures out of the list, arranged by heavy-atom count, largest number first:
no.	structure	PfHsp90 yeast 2	MOR-DOR ag	Ecoli viability	phage Ecoli inh	PKA-R2B activ	MOR-DOR inv ag	AddAB inh	Tat transport	PKA-R1A activ	HTR5A inv ag	Mot1-301 SUMO
45	CCCCSC1(SCCCC)N=C(N)C2(C#N)C(c3ccccc3)NC(C)=C(C)C12C#N (centres undefined)	-15	2.8	-2.1	3.6	1	-13	4.8	-7	9	4	7
42	Cc1cc(Br)c(OCc2ccc(C(=O)N/N=C3\CC(=O)CC(C)(C)C3)cc2)c(Br)c1	3	1.4	2.1	4.8	-12	-9	1.6	1	0	-7	-8
51	CN1CCCN(C2C3CC4CC(C3)CC2C4)CC1 (centres undefined)	8	-2.6	-1.3	-1.4	-2	16	-0.5	1	-3	-6	-2

Single records, as listed above. Order of screens: PfHsp90 yeast 2 | MOR-DOR ag | Ecoli viability | phage Ecoli inh | PKA-R2B activ | MOR-DOR inv ag | AddAB inh | Tat transport | PKA-R1A activ | HTR5A inv ag | Mot1-301 SUMO
CC1CN(S(=O)(=O)c2cc(C(=O)NCCCN3CCCC3=O)ccc2Cl)CC(C)O1 (centres undefined) reads 12 | -0.2 | 2.6 | 2.0 | -1 | 1 | 2.9 | 4 | -2 | -7 | 3
Cc1ccsc1/C=N/NC(=O)c1ccccn1 reads 52 | -1.9 | -0.5 | 3.4 | 7 | 10 | 1.1 | 0 | -4 | -18 | 12
CN(C)c1c([N+](=O)[O-])cc2[nH]c(=O)[nH]c2c1[N+](=O)[O-] reads 4 | -3.3 | 0.7 | 1.2 | 2 | 16 | 1.1 | 0 | -10 | 13 | -22
CN1CCCN(C2C3CC4CC(C3)CC2C4)CC1 (centres undefined) reads 8 | -2.6 | -1.3 | -1.4 | -2 | 16 | -0.5 | 1 | -3 | -6 | -2
